sPLA2-III inh: human group III sPLA2 inhibitors, primary screen, biochemical, QFRET, BODIPY PC-A2 liposome substrate. Group 3 secretory phospholipase A2 (Homo sapiens), Q9NZ20. QFRET BODIPY PC-A2 liposome hydrolysis, fluorescence. inhibition, % at 12.2 µM. 370,000 tested, 0.56% active;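 active = inhibition above mean plus 3 SD of compounds lying within the high and low control bounds, cut at about 19% in these data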;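 also: 0% = median of test compound wells and 100% = no enzyme DMSO wells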
NR1D1 modulator: modulators of Rev-erb alpha DNA binding, primary screen, biochemical, FITC-DNA, fluorescence polarization, uHTS | 370,000 tested, 0.79% active | Rev-erbα–FITC-DNA binding, 90 min | Nuclear receptor subfamily 1 group D member 1 (Homo sapiens), P20393 | activity, % at 10 µM;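 active = activity above about 14%, limit read from the data; passing the limit was not always enough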;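 also: 0% = DMSO wells with 35 nM protein and 100% = DMSO wells with 750 nM protein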
ASAP1 inh: inhibitors of human ASAP1 ArfGAP activity, primary screen, biochemical, fluorescence polarization; Arf-GAP with SH3 domain, ANK repeat and PH domain-containing protein 1 (Homo sapiens), …; ASAP1-stimulated ARF1 GTP hydrolysis, GDP FP detection; inhibition, % at 16.5 µM; 360,000 tested, 0.19% active; AID 624377, 2012; in the data active = inhibition above about 25%;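 also: 0% = vehicle with enzyme and substrate and 100% = no enzyme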
DDE Tn7 FP inh: inhibitors of Tn7 peptide binding to fibrin DD(E), primary screen, biochemical, fluorescence polarization, human fibrin, Tn7 probe. AID 720508, 2013. FP displacement of FITC-Tn7 peptide from fibrin DD(E); 0% = median of compound wells per plate. Fibrinogen beta chain (Homo sapiens), P02675. inhibition, % at 8.3 µM. 370,000 tested, 0.13% active;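 active = inhibition above the mean of compounds falling within the control limits plus 3 SD of them, cut at about 14% in these data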;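 also: 0% = plate median of compound wells and 100% = 10 µM Aha-Tn7 peptide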
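Assay system: Human fibrin DD(E) protein | Medium: Tris buffer with calcium and detergent, pH 7.8 | Reagent: 0.1 µM fluorescent Tn7 | Compound dosing: Single point at 8.3 µM | Times: 10 min preincubation, 3 h with tracer, room temperature | Detection: Fluorescence polarization of the labelled Tn7 tracer | Controls: Aha-Tn7 high control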
proKLK7 act: proKLK7 zymogen activators, primary screen, biochemical, fluorescence intensity; AID 652039, 2013; 370,000 tested, 0.9% active; purified proKLK7, EDANS-DABCYL substrate fluorescence; 100% is mature enzyme control, 0% vehicle; activation, % at 7 µM; Kallikrein-7 (Homo sapiens), P49862;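 active = activation above the mean of all tested compounds plus 3 SD, computed per campaign excluding outliers beyond control limits, cut at about 13% in these data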
DDE Tn6 FP inh: inhibitors of Tn6 peptide binding to fibrin DD(E), primary screen, biochemical, fluorescence polarization, human fibrin, Tn6 probe; Fibrin DD(E) TRITC-Tn6 fluorescence polarization displacement; inhibition, % at 8.3 µM; 370,000 tested, 0.21% active; AID 720509, 2013;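 active = inhibition above a per-campaign cutoff: mean of compounds within control limits plus 3 SD, cut at about 15% in these data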;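 also: 0% = median of all compound wells on the plate and 100% = blocking peptide control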
UHRF1 MBD2 ctr: UHRF1 methylated DNA binding inhibitors, primary screen, counter-screen for MBD2 inhibitor project, biochemical, TR-FRET, human UHRF1, single concentration; E3 ubiquitin-protein ligase UHRF1 (Homo sapiens), Q96T88; inhibition, % at 4.4 µM; UHRF1 binding to methylated oligo; AID 687016, 2013; 370,000 tested, 0.75% active; in the data active = inhibition above about 21%;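 also: UHRF1 SRA domain binding a hemimethylated CpG hairpin DNA probe; 0% = median of test compound wells and 100% = reference inhibitor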
ARFGAP1 inh: inhibitors of rat ARFGAP1 GAP activity, primary screen, biochemical, fluorescence polarization, GDP tracer; ADP-ribosylation factor GTPase-activating protein 1 (Rattus norvegicus), Q62848; Arfgap1-stimulated ARF1 GTP hydrolysis, GDP FP detection; inhibition, % at 16.5 µM; 360,000 tested, 0.26% active;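 active = inhibition above a per-plate limit, mean inhibition of low control wells plus 3 SD, cut at about 25% in these data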;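 also: 0% = DMSO wells with enzyme and 100% = wells lacking Arfgap1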
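Material: rat Arfgap1 catalytic domain, aa 1-136; also added: human ARF1(Δ1-17)-GTP substrate; compound dosing: one concentration, 16.5 µM, DMSO 1.26%; incubation: GTP hydrolysis reaction 2 h at 25 °C; measured by: Tracer-displacement fluorescence polarization with EDTA stop, 620/688 nm; evaluation: % inhibition from polarization; repeats: one replicate per compound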
PLCg1 inh: PLC-gamma1 enzyme inhibitors, primary screen, biochemical, fluorescence, purified enzyme; 370,000 tested, 0.84% active; fluorogenic substrate; 1-phosphatidylinositol 4,5-bisphosphate phosphodiesterase gamma-1 (Homo sapiens), P19174; inhibition, % at 12.2 µM; in the data active = inhibition above about 9.5%
PLC-beta3 inh: human PLC-beta3 inhibitors, primary screen, biochemical, fluorescence; 1-phosphatidylinositol 4,5-bisphosphate phosphodiesterase beta-3 (Homo sapiens), Q01970; Purified PLC-beta3, fluorogenic substrate; inhibition, % at 12.2 µM; 370,000 tested, 0.18% active; AID 720704, 2013; in the data active = inhibition above about 11%;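 also: 0% = median of compound wells on plate and 100% = full blocker control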
The depositor's hits bear a star; · = no result given; & = joins results of further samples.

SMILES	sPLA2-III inh	NR1D1 modulator	ASAP1 inh	DDE Tn7 FP inh	proKLK7 act	DDE Tn6 FP inh	UHRF1 MBD2 ctr	ARFGAP1 inh	PLCg1 inh	PLC-beta3 inh
COCCN(C(=O)COC(=O)CNC(=O)c1ccc(C)cc1)c1c(N)n(Cc2ccccc2)c(=O)[nH]c1=O	5	-3	9	-8	-0.3	-2	1	9	0	-5
O=C(Nc1cc(F)ccc1F)C1CCN(S(=O)(=O)c2cccc3nonc23)CC1	-5	1	-2	-6	0.2	-8	1	9	3	-2
O=C(c1ccc(OC2CCN(Cc3ccccc3OC(F)F)CC2)cc1)N1CCCC1	-21	2	3	5	0.1	-8	-3	9	3	-2
C=CCCC(=O)N1C[C@H]2CON(C)[C@H]2C[C@H]1c1cccc(Nc2ccccc2)c1	-6	0	-5	3	0.6	4	-2	-8	1	-1
O=C(Cn1ccc([N+](=O)[O-])n1)N1CCc2ccccc21	1	-3	4	2	0.7	4	18	2	-3	-5
CCOc1c(Br)cc(CNC2CCCCCCC2)cc1OC	-2	-2	-10	5	0.6	6	-3	16	1	3
CC(Oc1ccc(Cl)cc1)c1ccnc(N)n1 (centres undefined)	6	5	5	-5	0.3	4	1	14	1	2
CN(C)Cc1c(C(C)(C)O)[nH]c2cc(C(F)(F)F)ccc12	4	-4	-6	3	0.4	-1	-4	-1	-3	-3
O=c1[nH]c2ccccc2n1C1CCN(CCOc2ccccc2)CC1	5	-1	10	0	-0.5	-1	0	-1	4	3
CC(C)(C)NC(=O)CN(C(=O)CCC(=O)Nc1nccs1)c1ccccc1F	15	8	9	-6	-0.8	-9	0	8	5	3
O=C(CCNC(=O)c1ccc([N+](=O)[O-])cc1)Nc1ccc(F)c(F)c1F	14	1	3	3	0.4	-2	3	6	1	-9
COc1ccc(/C=N/Nc2ccccn2)cc1OC	6	-2	-4	4	0.6	-7	1	-1	-4	-13
Cc1ccccc1NC(=O)NCCCN1CCCC1	0	0	-2	4	-0.3	-4	0	26*	0	0
COc1ccc2cc(C(=O)N3CCCC(Nc4ccc(F)cc4)C3)n(C)c2c1 (centres undefined)	-13	-1	14	4	0.6	-5	-2	11	-3	-5
N#CCN(N=Nc1ccccc1)c1ccccc1	19	0	-1	3	-1.3	-3	0	-1	2	-12
Cc1cn([C@H]2C[C@H](O)[C@@H](/C=C/C(=O)NCCc3ccc4c(c3)OCO4)O2)c(=O)[nH]c1=O	8	1	-2	-6	0.6	-5	-2	-6	3	2
CCOC(=O)N1CCC(N2CC34C=CC(O3)C(C(=O)Nc3ccc(OCC)cc3)C4C2=O)CC1 (centres undefined)	13	-3	-4	-3	0.5	-3	1	3	0	-2
Cc1ccc(C(=O)C2=C(O)C(=O)N(Cc3cccnc3)C2c2cccc([N+](=O)[O-])c2)o1 (centres undefined)	1	0	12	-3	0.1	3	-4	-1	4	-5
CCOC(=O)N1CCN(C(=O)CCCn2c(=O)[nH]c3ccccc3c2=O)CC1	6	-2	5	-6	0.0	-8	3	6	2	3
Cn1c(=O)c2[nH]c(=O)[nH]c2n(C)c1=O	-4	5	1	-6	0.0	3	2	3	0	2
C[C@H](NC(=O)c1[nH]cnc1C(=O)Nc1ccon1)c1ccccc1	0	9	13	2	0.0	3	-1	13	2	4
CCN1CCN(C(=O)CN2C(=O)c3ccccc3S2(=O)=O)CC1	1	1	15	-15	-0.4	-9	-2	-2	4	4
Cc1ccc2nc(-c3ccc(CN4CCC(n5cc(-c6ccccc6)[nH]c5=O)CC4)cc3)c(-c3ccccc3)nc2c1	-27	-11	9	0	-17	-2	-2	8	-102	-135
CCOCC(=O)Nc1cccc(SC)c1	0	2	12	-3	0.6	5	-1	3	-4	4
Cc1noc(C)c1S(=O)(=O)N(C)C[C@H]1Oc2c(NC(=O)Nc3ccccc3)cccc2C(=O)N([C@H](C)CO)C[C@@H]1C	-8	2	1	-1	0.1	5	-1	6	-1	-2
O=C(Nc1nnc(CSCc2ccc(F)cc2)s1)c1cccc([N+](=O)[O-])c1	16	1	0	2	-0.3	-6	7	11	0	-4
CC(C)[C@H](NC(=O)N1CCn2c1nc1ccccc12)C(=O)N[C@H](Cc1ccccc1)C(=O)O	5	-2	4	2	-0.8	-3	3	-4	5	5
CC1CC(C)CN(C(=O)Cn2nnc(-c3ccccc3)n2)C1 (centres undefined)	-2	5	5	-10	-0.4	-2	-2	5	2	-5
COc1ccc(-c2noc(-c3cccc(Cl)c3)n2)cc1OC	5	18	1	5	0.0	5	3	3	-3	-2
Cn1c(=O)oc2cc(S(=O)(=O)Nc3ccc(O)cc3)ccc21	1	1	-8	9	-0.5	6	0	4	-1	-6
CCCCNC(=O)CN1CCN(Cc2ccc3cc(OC)ccc3c2)CC1	-3	-7	-5	-1	-0.4	3	1	16	3	-3
CCCCNC(=O)C1c2ccccc2OCC(=O)N1CCc1ccc(OC)c(OC)c1 (centres undefined)	3	-3	12	3	-0.1	8	1	-1	1	1
Cc1c(C(=O)NCc2ccc3c(c2)OCO3)sc2nc(-c3ccc(F)cc3)cn12	2	-2	-1	-9	0.5	-1	-3	3	0	-3
Cc1cc(C)nc(Nc2ccccc2F)n1	0	0	-2	4	-0.7	-4	0	10	0	-5
CCCCNCCOCCOc1ccccc1-c1ccccc1	-8	5	10	2	0.9	9	-1	-1	2	4
Cc1ccc(C)c(NC(=O)CCc2nnc3ccc(N4CCCC4)nn23)c1	1	3	-12	1	0.8	-2	0	5	3	-6
CCN1C(=O)/C(=C\c2cccc(OC(=O)c3ccco3)c2)SC1=S	1	0	5	-4	0.1	-9	4	4	1	-5
C#CCOCCOCCOCCNc1nc(N2CCN(C(=O)C(Cc3cc4ccccc4[nH]3)n3cc(C(N)Cc4ccc(O)cc4)nn3)CC2)nc(N2CCN(C(=O)C(CCC(=O)O)n3cc(C(N)C(C)CC)nn3)CC2)n1 (centres undefined)	-11	-2	3	8	0.7	8	8	7	-1	-3
CC(N=C(NC#N)Nc1ccncc1)C(C)(C)C (centres undefined)	-12&3	-4&-3&-4	3&10	4&6	-0.4&-0.8	3&7	0&3	-6&3	-3&-5	1&-23
COC(=O)c1nn(-c2c(C)n(C)n(-c3ccccc3)c2=O)cc1O	1	-5	11	-2	0.0	-1	-2	8	-1	4
CC(OC(=O)c1cc2sccc2n1C)C(=O)NCc1ccc(F)cc1 (centres undefined)	1	0	9	9	-0.5	4	-2	-2	-3	0
C[C@H](CO)N1C[C@H](C)[C@@H](CN(C)S(C)(=O)=O)Oc2ccc(NC(=O)Nc3ccc4c(c3)OCO4)cc2C1=O	-2	0	-1	2	0.4	9	1	9	0	-4
Cc1nc(CNC(=O)CC2C(=O)NCCN2Cc2cccc(Oc3ccccc3)c2)cs1 (centres undefined)	-6	-5	10	-1	0.8	-10	0	8	-6	-10
CSCC[C@H](NC(=O)C(C)(C)Oc1ccc(Cl)cc1)c1nc2ccccc2[nH]1	1	-1	3	8	0.5	2	-2	6	2	1
COc1ccc(/C=C2\SC(=O)N(CCNC(=O)CN3C(=O)NC4(CCCC4)C3=O)C2=O)cc1	-11	-2	11	-1	0.3	0	-6	13	1	1
Cc1ccc(NC(=O)CSc2nnc(Cn3cnc4ccccc43)o2)cc1	-8	·	-12	7	0.6	0	21*	-2	-1	-1
Cc1cc(C)n(-c2c(F)c(F)c(COC(=O)c3ccccc3)c(F)c2F)n1	5	12	3	-8	-0.1	1	-1	-10	0	0
O=C(Oc1cccc(N2C(=O)CCC2=O)c1)c1ccccc1	-7	3	-12	0	-0.1	-4	1	2	3	2
COc1cc(NC(=O)C2CCCCC2)c(OC)cc1NC(=O)c1ccccc1	2	1	-7	7	0.9	-4	-4	-17	0	-7
Cn1c2c(c(=O)n(C)c1=O)C(c1ccc(Br)cc1)Nc1ccccc1O2 (centres undefined)	0	1	12	-6	-0.5	5	1	4	1	3
CCOC(=O)c1c(C)[nH]c(C(=O)COC(=O)CNC(=O)c2ccc(Cl)cc2Cl)c1C	-1	5	-12	5	0.2	-4	-5	-7	3	4
CCc1cc2c(NCCO)ncnc2s1	5	-3	3	-8	-0.5	-10	-2	14	-29	-34
O=C(Cc1cccs1)NCCSc1c(-c2ccc(Cl)cc2)[nH]c2ccccc12	-20	-1	2	0	-14	-7	-2	14	-84	-111
Fc1cccc(Cl)c1CSc1ccc(-c2cccnc2)nn1	-19	1	9	-3	0.6	-7	2	-7	9	10
COc1ccc(N2CC(C(=O)NC3CCCCC3)CC2=O)cc1 (centres undefined)	6	-6	-6	1	-0.1	-4	-1	-1	2	2
COc1ccccc1NC(=O)CSc1nnc2ccccn12	8	6	-9	4	0.1	-1	0	-3	2	-8
O=C(N/N=C\c1ccc(CNS(=O)(=O)c2ccccc2)o1)C(=O)Nc1ccc(F)cc1	-5	-1	0	0	-0.2	1	0	5	1	0
COc1ccc(OC)c(C2C(C(=O)c3ccc(C)o3)=C(O)C(=O)N2c2cc(C)on2)c1 (centres undefined)	-9	-4	13	3	0.7	7	-1	-10	-16	-28
Cc1ccc(C)c(CN2CCC(CNC(=O)Nc3ccc(Cl)cc3)CC2)c1	-6	-2	-5	-1	0.9	-3	3	-4	-1	-6
COc1ccc(NC(=O)C[C@H]2C(=O)N(c3ccc(Br)cc3)C[C@@H]2CSC)cc1	-5	-1	-1	1	0.4	-3	3	8	0	-1
Cc1cc(C)cc(NC(=O)CCn2ccnc2)c1	-1	-7	-3	-5	0.4	6	-3	7	2	-4

Reformatted with values under each structure: 2 of the compounds above
Every second line gives: sPLA2-III inh | NR1D1 modulator | ASAP1 inh | DDE Tn7 FP inh | proKLK7 act | DDE Tn6 FP inh | UHRF1 MBD2 ctr | ARFGAP1 inh | PLCg1 inh | PLC-beta3 inh
> O=C(N/N=C\c1ccc(CNS(=O)(=O)c2ccccc2)o1)C(=O)Nc1ccc(F)cc1
→ -5 | -1 | 0 | 0 | -0.2 | 1 | 0 | 5 | 1 | 0
> COc1ccc(OC)c(C2C(C(=O)c3ccc(C)o3)=C(O)C(=O)N2c2cc(C)on2)c1 (centres undefined)
→ -9 | -4 | 13 | 3 | 0.7 | 7 | -1 | -10 | -16 | -28

Screening data: PubChem, several laboratories
